Screens from PubChem BioAssay.
DNA FID counter – counter-screen for HCV NS3 helicase inhibitors: DNA intercalator displacement | 290,000 tested, 0.17% active | inhibition, % at 7.9 µM | DNA fluorescent intercalator displacement, fluorescence; in the data active = inhibition above about 37%;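 also: 0% = vehicle and 100% = reference compound; higher means more ethidium bromide displaced from hairpin DNA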
OXTR agonist – human OXTR agonism; CHO-OTR cells, Fluo-8 calcium fluorescence; normalized: DMSO 0%, oxytocin 100%; activation, % at 3 µM; P30559; 320,000 tested, 0.32% active;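 active = activation above the mean of all tested compounds plus 3 SD, cutoff set per screening run, cut at about 20% in these data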;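 also: peak over basal fluorescence ratio from a 100 s FLIPR kinetic read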
Target sequence (P30559 whole entry, looked up): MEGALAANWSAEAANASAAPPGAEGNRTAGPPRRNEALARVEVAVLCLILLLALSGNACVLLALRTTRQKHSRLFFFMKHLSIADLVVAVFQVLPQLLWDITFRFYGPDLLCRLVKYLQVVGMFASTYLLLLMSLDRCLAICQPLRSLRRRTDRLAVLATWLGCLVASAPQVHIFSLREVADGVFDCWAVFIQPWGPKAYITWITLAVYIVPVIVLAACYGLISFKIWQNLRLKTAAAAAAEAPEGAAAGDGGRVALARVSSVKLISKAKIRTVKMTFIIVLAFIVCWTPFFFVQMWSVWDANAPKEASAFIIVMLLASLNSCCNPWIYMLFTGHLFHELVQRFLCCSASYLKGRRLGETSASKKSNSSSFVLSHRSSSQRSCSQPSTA
IMP-1 inh – inhibitors of Pseudomonas aeruginosa IMP-1 metallo-beta-lactamase; purified IMP-1, nitrocefin hydrolysis, epi-absorbance fluorescence; inhibition, % at 5.6 µM; 290,000 tested, 0.45% active;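 active = inhibition above the mean plus 3 SD of all compounds in the same screening run, cut at about 4.5% in these data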;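 also: 0% = IMP-1 with DMSO and 100% = DMSO wells lacking enzyme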
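Assay system: purified IMP-1; Quantity: IMP-1 0.2 nM before substrate addition; Medium: HEPES buffer pH 7.1 with ZnSO4 and Brij 35; Incubation: 15 min enzyme–compound preincubation, then 25 min nitrocefin reaction, 25 °C; Signal: fluorescence quenching readout, ex 480/em 530 nm; Controls: DMSO with and without IMP-1; Repeats: singlicate testing.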
GPR7 antagonist – blocks human GPR7 receptor signaling; P48145; GPR7-expressing cells, fluorescence antagonist assay; inhibition, % at 4.4 µM; 290,000 tested, 1.1% active; AID 1861; in the data active = inhibition above about 16%, passing the limit was not always enough;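 also: cells stimulated with the agonist NPW; 0% = agonist with vehicle and 100% = vehicle without agonist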
V1R ag counter – activates human V1a receptor in oxytocin agonist counter-screen. CHO-V1R cells, Fluo-8 calcium fluorescence, agonist mode; 0% DMSO, 100% 3 nM vasopressin. AID 2797. activation, % at 3 µM. P37288. 320,000 tested, 0.25% active;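 active = activation above the mean activation of all tested compounds plus 3 SD, per screening run, cut at about 20% in these data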;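 also: signal is peak over basal fluorescence ratio across a 100 second FLIPR read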
Target sequence (P37288 whole entry, looked up): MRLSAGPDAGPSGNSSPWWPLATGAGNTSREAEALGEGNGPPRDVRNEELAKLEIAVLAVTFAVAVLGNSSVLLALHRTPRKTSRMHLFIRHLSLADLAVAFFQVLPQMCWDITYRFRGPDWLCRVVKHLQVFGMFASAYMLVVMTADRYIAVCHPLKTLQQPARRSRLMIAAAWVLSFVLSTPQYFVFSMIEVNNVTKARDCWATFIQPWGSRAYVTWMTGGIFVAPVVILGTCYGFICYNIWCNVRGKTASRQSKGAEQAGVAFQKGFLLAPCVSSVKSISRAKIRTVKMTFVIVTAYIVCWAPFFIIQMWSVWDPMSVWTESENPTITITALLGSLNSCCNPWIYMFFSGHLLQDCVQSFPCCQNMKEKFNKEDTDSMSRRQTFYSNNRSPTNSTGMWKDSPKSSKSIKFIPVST
GalR3 antag – antagonists of human GalR3; inhibition, % at 3 µM; O60755; HEK293 GalR3-CNG cAMP membrane potential fluorescence; galR3 body fused to GalR1 C-terminus; 360,000 tested, 0.44% active;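 active = inhibition above the screen-wide average plus 3 SD, cut at about 13% in these data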;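 also: forskolin and galanin both at EC90 stimulate the cells; cAMP rise reported by CNG channel membrane potential dye signal; 0% = forskolin plus galanin with DMSO and 100% = forskolin alone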
VIM-2 inh – inhibitors of Pseudomonas aeruginosa VIM-2 metallo-beta-lactamase | purified VIM-2, nitrocefin hydrolysis, epi-absorbance fluorescence | inhibition, % at 5.6 µM | 290,000 tested, 0.89% active | AID 1527;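 active = inhibition above the mean of all tested compounds plus 3 SD, cutoff set per screening run, cut at about 7.5% in these data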;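 also: red hydrolysis product quenches plate fluorescence so inhibitors raise well fluorescence; 0% = enzyme with DMSO and 100% = DMSO without enzyme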
PHOSPHO1 inh – PHOSPHO1 (human) inhibition; Q8TCT1; recombinant PHOSPHO1, absorbance phosphatase assay; inhibition, % at 13.3 µM; 290,000 tested, 1.1% active; in the data active = inhibition above about 60%
Target sequence (Q8TCT1 whole entry, looked up): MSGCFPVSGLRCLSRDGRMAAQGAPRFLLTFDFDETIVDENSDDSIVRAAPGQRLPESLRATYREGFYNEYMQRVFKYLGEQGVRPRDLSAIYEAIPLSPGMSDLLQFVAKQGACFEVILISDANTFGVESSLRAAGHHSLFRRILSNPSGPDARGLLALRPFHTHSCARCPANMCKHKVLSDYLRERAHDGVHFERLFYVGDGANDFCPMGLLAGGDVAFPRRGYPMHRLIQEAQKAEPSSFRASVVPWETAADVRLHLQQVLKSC
NS3 helicase inh – HCV NS3 helicase inhibition; NS3 helicase DNA unwinding, Cy5 molecular beacon fluorescence; inhibition, % at 10.9 µM; 290,000 tested, 0.56% active; AID 1800;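 active = inhibition above the mean of all tested compounds plus 3 SD, set per campaign, cut at about 35% in these data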;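 also: 0% = DMSO wells and 100% = thioflavine S control wells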
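Assay system – hepatitis C virus NS3 helicase domain fragment enzyme · Buffer or medium – MOPS pH 6.5, MgCl2, DTT, Tween20, BSA · Reagent – Cy5/quencher beacon DNA duplex and ATP to start · Compound – single 10.9 µM dose · Timing – 1 h at 25 °C · Technique – Cy5 beacon fluorescence read at start and 1 h · Measure – % inhibition of unwinding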
Active calls of the source: *; . = no result given.

SMILES	DNA FID counter	OXTR agonist	IMP-1 inh	GPR7 antagonist	V1R ag counter	GalR3 antag	VIM-2 inh	PHOSPHO1 inh	NS3 helicase inh
COc1cccc(CNC(=O)CCCn2nc(C)c3c(C)n(-c4ccc(C)cc4)nc3c2=O)c1OC	-52	-2.7	-5.4	-2	-1.1	-6	-1.6	20	-1
Cc1cccc2cc(CN(Cc3cccs3)C(=S)NCc3ccco3)c(=O)[nH]c12	-16	-1.4	-4.0	5	-0.8	-3	-1.2	17	-6
COc1ccc(C)cc1NC(=O)CSc1nnc(COc2ccc(C)cc2)n1Cc1ccco1	-26	0.7	-1.3	-8	1.4	-4	-2.7	39	-12
O=C(c1ccc(CN2CCOCC2)cc1)N1CCN(c2cccc(Cl)c2)CC1	-16	8.0	-1.1	9	7.8	-2	-3.7	8	-1
O=C(/C=C/c1ccc(Cl)cc1Cl)NCc1ccco1	-6	-1.7	-2.3	12	-0.1	2	-1.7	9	2
CCCCNC(=O)O[C@@H]1C[C@@H]2CCN3C(=O)CCC[C@H]([C@H]1CC)[C@H]23	-20	-0.7	-0.4	-4	-0.9	-4	-1.1	4	5
O=C(COC(=O)c1cc([N+](=O)[O-])ccc1NCc1ccccc1)NC1CCCCC1	2	0.1	-1.1	-9	0.7	-11	2.3	-2	8
CCCCC1=CC2=C(c3ccco3)C(=O)C(C)(OC(=O)c3ccc(OC)cc3)C(=O)C2=CN1Cc1ccccc1 (stereo not given)	.	-0.4	.	.	0.4	-5	.	22	.
O=[N+]([O-])c1ccc2[nH]cc(S(=O)(=O)N3CCN(c4cccc(Cl)c4)CC3)c2c1	39*	3.0	0.1	7	1.1	-12	-1.8	27	-19
COc1ccc(NC(=S)Nc2cc(C)[nH]n2)cc1Cl	-7	0.4	-3.4	-2	1.4	1	-4.7	-133	8
Cn1nc(C(C)(C)C)cc1NC(=O)Nc1ccc(Cl)cc1	-7	2.2	0.2	4	2.4	-5	1.6	23	-10
COc1cccc(/C=N/n2c(C3CCCCC3)n[nH]c2=S)c1O	-41	.	-3.4	-8	.	-7	0.6	10	4
CCOc1ccc(C2=C(C=C(C#N)C#N)C(c3ccccc3)c3ccccc3O2)cc1 (stereo not given)	-12	-1.1	-3.2	-9	0.5	2	-1.8	-10	-3
Cc1ccc(CSC2=NCCN2S(=O)(=O)c2ccc(F)cc2)cc1	-17	0.7	-0.1	-26	1.1	-5	-0.1	14	-3
COCCCN(C(=O)Nc1cccc(Cl)c1)C(C)c1ccccn1 (stereo not given)	-12	-1.6	-2.1	-3	-0.3	0	-2.4	15	3
CC(C)(C)c1nc2scc(-c3ccc(Br)cc3)c2c(=O)o1	-12	0.3	-1.1	6	0.4	-6	-0.1	12	11
Cc1ccc(C(=O)N2CCCCC2)cc1S(=O)(=O)N1CCCCCC1	-40	-0.2	0.7	21*	-0.6	2	-1.4	27	-5
Cc1noc(C)c1COc1ccc(C(=O)OCC(=O)NC23CC4CC(CC(C4)C2)C3)cc1	-33	1.3	-0.9	-5	1.7	-5	-1.6	7	0
Cc1ccc(N(C(=O)CNC(=O)c2ccco2)C(C(=O)NCC2CCCO2)c2ccccc2)c(C)c1 (stereo not given)	-39	-0.1	-3.2	0	-0.5	0	-2.8	4	-3
CC(=O)Nc1ccc(C(=O)CN2C(=O)CSC2=O)cc1	1	0.8	-2.4	-12	0.6	-9	-2.1	30	-2
CC(=O)N(CCC(Cc1ccccc1)c1ccc2c(c1)OCO2)Cc1ccccc1F (stereo not given)	-29	0.7	-1.7	10	2.8	2	-1.6	-1	-12
CCOC(=O)C1(C(F)(F)F)N=C(c2cccnc2)OC(N2CCOCC2)=N1 (stereo not given)	-5	-0.8	-1.3	-7	1.5	-6	-4.6	13	5
Cc1ccc(NC(=O)NC2CCCN2S(=O)(=O)c2ccc(Cl)cc2)cc1 (stereo not given)	-14	-1.4	-1.0	-17	0.8	-4	-1.0	0	-3
Cc1ccc(N2C(=O)CSC2c2cccnc2)c(Cl)c1 (stereo not given)	-4	-0.5	0.3	9	-2.0	-2	0.7	28	11
CCC(CC)C(=O)N=C1SC2CS(=O)(=O)CC2N1CCc1ccc(OC)cc1 (stereo not given)	-34	0.4	-1.8	11	-0.3	3	-4.4	35	-5
COc1ccc(CCN2C(=O)c3[nH]nc(-c4ccccc4O)c3C2c2cccc(Cl)c2)cc1 (stereo not given)	-11	-0.1	-1.2	-12	5.2	-6	-4.7	-12	-6
O=S(=O)(c1ccc(F)cc1)N1CCN(c2ncnc3c2cnn3-c2ccccc2)CC1	-2	0.6	-3.2	-13	1.2	-2	-3.5	9	7
COc1ccc(CCNC(=O)c2nnn(CC(=O)Nc3c(C)cc(C)cc3C)c2N)cc1OC	-34	-0.8	-3.0	-1	0.3	-7	-1.9	7	-2
c1ccc(-c2cc(-c3nnco3)c3ccccc3n2)nc1	-8	-0.2	-2.9	-14	-0.2	-1	-3.3	0	-7
O=C1Nc2ccccc2OC1CC(=O)N1CCN(c2cccc(C(F)(F)F)c2)CC1 (stereo not given)	-30	9.4	1.1	-1	8.8	4	1.5	11	-6
O=C(OCn1nnc2ccccc2c1=O)c1ccc(O)cc1	2	3.2	-3.2	-6	2.0	-1	-1.8	-3	1
COc1cccc2c1OC1(C)CC2/C(=C(\C)O)C(=O)N1 (stereo not given)	-1	0.0	0.1	4	0.5	-8	1.4	-6	-7
Cc1cccc(C)c1NC(=S)NC(=O)CCc1ccccc1	-21	-0.9	-1.2	4	-1.0	-8	-3.2	7	16
NC(=O)C1CC(=O)N(CCc2ccc(F)cc2)C1 (stereo not given)	0	0.4	0.2	-4	2.2	-6	1.0	19	10
CC(C)(C)n1ncc2c(=O)n(CC(=O)c3ccccc3)cnc21	-13	4.1	-1.5	-6	0.7	-2	0.2	24	-3
CCc1ncc(/C=C2\C(=O)Nc3ccccc32)[nH]1	1	-1.2	-1.8	-2	0.2	-7	1.1	-6	6
O=C(/C=C/c1ccccc1[N+](=O)[O-])Nc1cccnc1	1	-0.1	-5.2	1	0.2	-1	-1.5	-1	-5
CC(C)c1ccc(Cc2nnc(NCCCO)[nH]c2=O)cc1	-4	1.0	-2.0	-1	1.0	.	0.2	18	-3
N#C/C(=C\c1ccc(C(=O)O)cc1)S(=O)(=O)c1cc(Br)ccc1Br	-4	1.3	-1.3	-8	-0.1	-1	-1.1	-15	12
CCNC(=S)NS(=O)(=O)c1ccc(C)cc1	1	-1.2	1.4	-1	2.2	-9	-0.7	3	0
CC1CCOC(c2coc3ccccc3c2=O)O1 (stereo not given)	-4	-1.2	-5.4	-4	0.5	0	-3.5	7	5
CCCn1nc(NS(=O)(=O)c2ccc(F)cc2)c2cc3ccccc3nc21	-37	-1.2	-1.9	-10	0.5	-7	-0.6	28	2
O=S(=O)(NC1CC1)c1ccccc1	1	0.2	-2.9	-10	-0.6	-8	-0.9	34	-5
O=C(COc1ccc(Br)cc1)Nc1ccc2oc(=O)ccc2c1	-20	.	-1.3	4	.	-5	-0.9	47	3
CCC(C(=O)O)N1C(=O)/C(=C/c2cccn2C)SC1=S (stereo not given)	-13	-0.2	-2.1	-1	0.0	5	1.9	-13	34
O=C(c1ccc(F)cc1)N1CCN(C2CCC(c3ccccc3)CC2)CC1 (stereo not given)	18	-1.3	-1.9	7	1.7	-1	-0.5	19	-9
CCCC(=O)Nc1ccccc1NC(=O)c1ccc(OC)cc1	-4	-0.7	1.5	11	-0.2	-1	2.0	30	1
COC(=O)CCCC(=O)NCC1(N(C)Cc2ccccc2)Cc2ccccc2C1	-9	0.0	-2.2	-14	0.7	-10	-1.9	44	-4
CCS(=O)(=O)NCc1csc(C)n1	-3	1.3	-0.2	4	0.8	-2	-5.4	7	6
O=C(N/N=C/c1ccncc1)c1ccc(COc2cccc3cccnc23)cc1	-30	-0.3	-3.6	1	-0.6	-1	1.5	37	8
Cc1c(C2C(C#N)=C(N)N(c3cccc([N+](=O)[O-])c3)C3=C2C(=O)CCC3)cnn1C (stereo not given)	-9	0.3	3.3	3	0.4	-4	-1.2	52	2
N#Cc1c(NC(=O)CCN2C(=O)c3ccccc3C2=O)oc(-c2ccccc2)c1-c1ccccc1	-3	-1.2	-1.3	-6	0.0	-6	-0.6	24	-18
O=C(CSc1ccc(-c2ccccn2)nn1)c1ccc([N+](=O)[O-])cc1	4	-2.2	-7.1	-7	-1.2	1	-3.0	-26	6
COC(=O)CSc1nnnn1-c1cccc2ccccc12	-8	0.1	-2.1	-8	1.4	-12	-0.7	10	2
CCOc1ccc(-c2csc(NC(=O)c3cccc(N4C(=O)CCC4=O)c3)n2)cc1	-4	3.6	-3.0	-5	4.6	-5	-5.4	37	3
CCN(Cc1ccc(OC)c(F)c1)C(=O)c1cc2ccccc2o1	-28	-1.3	-1.6	-10	1.9	-10	-1.3	-35	-2
C[N+]1(CCN2C(=O)C3CC=C(Cl)CC3C2=O)CCOCC1 (stereo not given)	1	0.5	-1.7	1	1.6	-1	-2.4	-3	10
CCOC(=O)c1sc2nc(C)nc(NCCc3ccc(S(N)(=O)=O)cc3)c2c1C	-8	5.0	-1.9	-10	5.8	-4	2.8	20	1
Clc1ccccc1N/N=C/c1ccc2c(c1)OCO2	6	-0.6	0.3	9	2.1	-1	1.0	-3	2
Cc1cc(C)n(-c2cccc(C(=O)O)c2)n1	7	1.4	3.5	-7	-0.3	-5	-0.8	4	-6

Full records, quoted from the list. Order of screens: DNA FID counter	OXTR agonist	IMP-1 inh	GPR7 antagonist	V1R ag counter	GalR3 antag	VIM-2 inh	PHOSPHO1 inh	NS3 helicase inh
CCCC(=O)Nc1ccccc1NC(=O)c1ccc(OC)cc1 in the list: -4	-0.7	1.5	11	-0.2	-1	2.0	30	1
COC(=O)CCCC(=O)NCC1(N(C)Cc2ccccc2)Cc2ccccc2C1 in the list: -9	0.0	-2.2	-14	0.7	-10	-1.9	44	-4
CCN(Cc1ccc(OC)c(F)c1)C(=O)c1cc2ccccc2o1 in the list: -28	-1.3	-1.6	-10	1.9	-10	-1.3	-35	-2
COC(=O)CSc1nnnn1-c1cccc2ccccc12 in the list: -8	0.1	-2.1	-8	1.4	-12	-0.7	10	2

(list continues)
SMILES	DNA FID counter	OXTR agonist	IMP-1 inh	GPR7 antagonist	V1R ag counter	GalR3 antag	VIM-2 inh	PHOSPHO1 inh	NS3 helicase inh
COc1cc(OC)c(-n2cc(-c3ccc(Cl)cc3)[nH]c2=O)cc1Cl	-2	42*	-5.2	64*	39*	-3	0.0	6	4
O=C(Nc1ccc(-c2nnc(-c3ccccc3)o2)cc1)C1CCCO1 (stereo not given)	-9	1.4	-5.2	-7	1.2	-8	-2.3	-7	-4
CN1CCN(S(=O)(=O)CC2(C)C3CCC2(C)C(=O)C3Br)CC1 (stereo not given)	-3	-0.1	-5.4	-9	1.1	-5	-1.1	20	2
Cc1ccccc1OCC(O)Cn1c(Br)nc2c1c(=O)n(C)c(=O)n2C (stereo not given)	-17	3.7	-2.1	-9	3.8	-1	-1.8	-11	3
